IDE inh: inhibitors of human insulin-degrading enzyme in cells. HEK cells, FAbetaB cleavage, fluorescence polarization. 320,000 tested, 0.41% active. P14735. inhibition, % at 5.59 µM. AID 434962;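 active = percent inhibition above the average of all tested compounds plus 3 SD, set per screening campaign, cut at about 16% in these data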;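 note: IDE supplied by intact live HEK cells; FP after avidin binding of uncleaved biotin substrate so inhibition keeps polarization high; 0% = DMSO wells and 100% = 60 µM reference IDE inhibitor Ii1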
CHRM5 PAM: potentiates acetylcholine response at human M5 receptor; P08912; CHO-K1 hM5, Fluo-8 calcium, ACh EC20 PAM; 0% = ACh EC20, 100% = ACh EC100; 360,000 tested, 0.3% active; activation, % at 3 µM;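 active = activation above the run cutoff, the mean activation of all test compounds plus 3 SD, cut at about 18% in these data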
Target sequence (P08912 whole entry, looked up): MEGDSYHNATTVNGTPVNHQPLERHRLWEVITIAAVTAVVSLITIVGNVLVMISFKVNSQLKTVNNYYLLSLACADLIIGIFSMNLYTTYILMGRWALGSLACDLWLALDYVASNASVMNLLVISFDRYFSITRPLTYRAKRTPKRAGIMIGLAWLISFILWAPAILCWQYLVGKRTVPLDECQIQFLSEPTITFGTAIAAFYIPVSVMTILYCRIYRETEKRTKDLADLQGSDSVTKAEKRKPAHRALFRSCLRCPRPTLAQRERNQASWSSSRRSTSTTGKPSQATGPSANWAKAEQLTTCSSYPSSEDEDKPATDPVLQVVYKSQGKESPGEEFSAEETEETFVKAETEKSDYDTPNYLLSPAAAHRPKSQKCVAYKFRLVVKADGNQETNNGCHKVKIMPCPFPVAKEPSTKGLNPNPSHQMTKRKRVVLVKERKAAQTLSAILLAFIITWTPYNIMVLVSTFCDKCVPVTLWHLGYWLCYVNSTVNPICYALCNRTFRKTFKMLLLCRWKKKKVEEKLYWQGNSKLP
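system = human M5 receptor in CHO-K1 cells | reagent = EC20 acetylcholine as agonist stimulus | compound dosing = single-point, 3 µM nominal | incubation = Fluo-8 loading 80 min at 37 °C plus 30 min room temperature | detection = Fluo-8 calcium dye fluorescence, kinetic read | benchmarks = low control EC20 acetylcholine (0%), high control EC100 acetylcholine (100%)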
CRFR2-BP ag: agonists of human CRF-binding protein/CRF-R2 receptor complex. activation, % at 13.2 µM. 350,000 tested, 0.46% active. HEK293 CRF-R2/CRF-BP, calcium dye fluorescence (FLIPR); percent of saturating CRF peptide response;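 active = activation of at least 50%, plus an integration ratio under a set limit after plate pattern correction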;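 note: plate controls were neutral control wells without compound for no effect and CRF at EC100 for full effect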
M4 ag: CHRM4 agonism in calcium assay | 360,000 tested, 0.14% active | CHO-K1 hM4/Gqi5, Fluo-8 calcium fluorescence; vehicle 0%, full acetylcholine response 100% | activation, % at 3 µM | AID 624127;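 active = activation above the run mean over all test wells plus 3 SD, cut at about 32% in these data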;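 note: peak over basal fluorescence ratio per well then scaled between controls; 0% = DMSO wells and 100% = acetylcholine at EC100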
Target sequence (P08173 whole entry, looked up): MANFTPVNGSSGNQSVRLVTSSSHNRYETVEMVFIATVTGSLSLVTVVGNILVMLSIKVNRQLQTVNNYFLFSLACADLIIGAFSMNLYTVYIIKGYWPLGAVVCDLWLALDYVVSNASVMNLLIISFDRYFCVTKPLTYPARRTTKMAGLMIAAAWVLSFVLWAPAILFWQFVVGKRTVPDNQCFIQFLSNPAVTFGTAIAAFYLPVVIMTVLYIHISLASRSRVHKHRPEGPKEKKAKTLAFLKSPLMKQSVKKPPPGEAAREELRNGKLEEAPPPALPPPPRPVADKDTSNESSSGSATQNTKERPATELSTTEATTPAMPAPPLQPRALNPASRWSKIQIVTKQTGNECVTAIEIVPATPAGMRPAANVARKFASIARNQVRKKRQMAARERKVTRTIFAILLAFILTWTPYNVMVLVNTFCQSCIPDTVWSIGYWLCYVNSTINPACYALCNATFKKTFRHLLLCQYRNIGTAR
CHRM5 agonist: CHRM5 agonism in calcium assay | P08912 | CHO-K1 hM5 cells, Fluo-8 calcium fluorescence; 0% DMSO wells, 100% maximal acetylcholine response | activation, % at 3 µM | 360,000 tested, 0.19% active | AID 624037;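 active = activation above the run's mean over test compounds plus 3 SD, cut at about 23% in these data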;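 note: signal is peak over basal fluorescence ratio across the kinetic read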
CHRM5 antagonist: antagonists of human muscarinic M5 receptor (CHRM5); P08912; CHO-hM5 cells, Fluo-8 calcium fluorescence, ACh EC80; inhibition, % at 3 µM; 360,000 tested, 0.59% active; AID 624040;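 active = inhibition above a per-plate cutoff, the mean of that plate's test compounds plus 3 SD, cut at about 27% in these data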;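 note: 0% = acetylcholine EC80 with DMSO and 100% = DMSO without agonist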
CRFBP-R2 block: CRF-BP/CRF-R2 complex antagonism; HEK293 CRF-R2/CRF-BP, CRF-induced calcium fluorescence; AID 588475; inhibition, % at 11.8 µM; 350,000 tested, 0.59% active;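 active = inhibition of the ligand-induced calcium signal above about 50% at the single tested concentration, limit read from the data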
M4 antag: antagonists of human muscarinic M4 receptor (CHRM4). CHO-hM4 cells, ACh EC80, Fluo-8 calcium fluorescence. inhibition, % at 3 µM. 360,000 tested, 0.73% active. AID 624125. P08173;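 active = inhibition above its plate's cutoff, the mean inhibition of sample wells plus 3 SD, cut at about 27% in these data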;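 note: 0% = acetylcholine EC80 with DMSO and 100% = DMSO without agonist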
M4 PAM: positive allosteric modulators of human muscarinic M4 receptor; P08173; CHO-K1 hM4/Gqi5, Fluo-8 calcium fluorescence, ACh EC20; 0% = ACh EC20, 100% = maximal ACh; activation, % at 3 µM; 360,000 tested, 0.4% active; AID 624126;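 active = activation above its plate's cutoff, the mean activation of sample wells plus 3 SD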; note: some results filed as inactive read as strong as hits
* marks the source's active call; other numbers are inactive results; x = not tested or not shown.

SMILES	IDE inh	CHRM5 PAM	CRFR2-BP ag	M4 ag	CHRM5 agonist	CHRM5 antagonist	CRFBP-R2 block	M4 antag	M4 PAM
Cc1ccc2nc(N(CCCN(C)C)C(=O)CCc3ccccc3)sc2c1	2	-1	13	13	-1	5	-58	12	-13
COC(=O)c1cc2n3ccccc3c(C)c(-c3ccccc3)c-2c1C(=O)OC	11	-10	1.8	2	1	5	-7	4	0
CCOC(=O)Nc1ccc2c(c1)N(CCCN(C)C)c1ccccc1CC2	5	-9	1.7	11	-15	7	-11	15	-16
COc1ccccc1OCC(=O)N1CCCC(Nc2cccc(F)c2)C1 (stereo unspecified)	-6	-2	-0.3	5	1	-3	4	-4	3
O=C(Nc1ccc(F)cc1F)Nc1ccccc1C(=O)NCCN1CCNC1=O	-6	3	-0.1	1	3	5	4	-4	2
COc1ccc(C(CNS(=O)(=O)c2ccc(NC(C)=O)c(OC)c2)N2CCCC2)cc1 (stereo unspecified)	1	-3	0.2	0	1	12	-3	-2	2
CN(C)S(=O)(=O)c1ccc(N2CCCC2)c(C(=O)NCCc2ccc(F)cc2)c1	3	5	-0.6	3	-2	-3	-5	-8	8
CCC(=O)NC(Nc1ccccn1)(C(=O)OC)C(F)(F)F (stereo unspecified)	-1	-6	0.9	1	1	4	4	-6	2
CN(C)c1cc(C(F)(F)F)nc(-c2ccccn2)n1	7	2	0.2	0	-1	4	-3	6	8
Cc1ccc(Sc2nc(C)cc(C)c2S(C)(=O)=O)cc1	7	0	-2.0	-1	-6	7	-41	0	-4
CCCCN(CCCC)S(=O)(=O)c1ccc(C(=O)Nc2nnc(COC)o2)cc1	1	8	1.7	-1	-4	-1	-5	0	5
Cc1ccc(/C(=C\CN2CCCC2)c2ccccn2)cc1	2	-18	-1.2	1	-1	19	22	7	-8
CCC(=O)Oc1ccc(C(=O)Nc2cccc(NC(=O)c3ccco3)c2)cc1	-4	-6	-0.1	14	2	11	1	3	-6
Cc1ccsc1/C=N/N=C/c1sccc1C	1	-1	0.0	0	-5	-10	5	-15	5
CCCCC(c1nnnn1Cc1ccco1)N1CCN(c2nc3ccccc3s2)CC1 (stereo unspecified)	3	-14	-0.1	2	-10	7	-27	1	-17
Cc1ccc(OCC(=O)Nn2cnc3ccccc32)cc1	-4	-8	1.1	1	-1	3	1	-7	2
N/C(Cc1ccc(Cl)cc1Cl)=N\OC(=O)c1ccc(Br)o1	2	-10	2.5	-2	-2	8	8	-9	-6
COc1cc(S(=O)(=O)NCc2ccccc2Cl)ccc1-n1cnnn1	4	-5	-1.1	9	0	12	24	-18	-7
O=C(NCc1ccco1)c1cc(S(=O)(=O)N2CCOCC2)ccc1Cl	0	-1	0.9	1	0	3	10	8	-5
COc1ccc(Cl)cc1NC(=O)CN(C)CC(=O)NCc1ccc(F)cc1	-6	-8	0.5	17	-1	17	4	-11	4

Some of these compounds in order of the IDE inh value, smallest number first:
SMILES	IDE inh	CHRM5 PAM	CRFR2-BP ag	M4 ag	CHRM5 agonist	CHRM5 antagonist	CRFBP-R2 block	M4 antag	M4 PAM
CCC(=O)NC(Nc1ccccn1)(C(=O)OC)C(F)(F)F (stereo unspecified)	-1	-6	0.9	1	1	4	4	-6	2
O=C(NCc1ccco1)c1cc(S(=O)(=O)N2CCOCC2)ccc1Cl	0	-1	0.9	1	0	3	10	8	-5
CCCCN(CCCC)S(=O)(=O)c1ccc(C(=O)Nc2nnc(COC)o2)cc1	1	8	1.7	-1	-4	-1	-5	0	5

Later entries.
SMILES	IDE inh	CHRM5 PAM	CRFR2-BP ag	M4 ag	CHRM5 agonist	CHRM5 antagonist	CRFBP-R2 block	M4 antag	M4 PAM
CCC(C)(C)c1ccc(Oc2cccc(C(=O)O)c2)cc1	3	-7	-0.9	1	-1	9	6	1	-3
Cc1ccc(C(=O)NNC2CC(=O)N(c3ccc4c(c3)OCCO4)C2=O)cc1 (stereo unspecified)	4	5	0.5	1	-1	3	2	-10	1
COc1ccc(N2C(=O)CC(C)(C)CC2=O)cc1OC	3	5	0.2	1	-1	-2	3	-5	5
Cc1cc(C)n2nc(CNS(=O)(=O)c3ccc(CC(C)C)cc3)nc2n1	2	-6	0.5	1	2	3	12	-15	0
COc1ccc(C(=O)COC(=O)c2cc(=O)c3ccccc3o2)c(OC)c1	x	-2	5.0	1	0	4	11	-16	15
COc1cccc(NC(=O)CSCc2cc(=O)n3nc(C4CC4)sc3n2)c1	0	-7	1.4	0	-4	19	-1	5	-5
COC(=O)CSc1nnc(SCc2ccc(Cl)cc2)s1	-3	7	-0.2	-2	-3	-2	31	-2	4
Cc1oc(C2CC2)cc1C(=O)O	2	-4	-1.6	1	0	7	14	14	-8
CC1=C/C(=N\NC(=O)c2ccc(O)cc2)CC1	5	4	3.4	1	-1	-1	-6	-5	7
S=C(c1ccc(-c2ccc(Cl)c(Cl)c2)o1)N1CCOCC1	-5	-4	1.0	2	1	2	-33	3	-4
CCOC(=O)c1c(-c2ccc(OC)cc2)csc1/N=C/C1=C(O)CCCC1=O	3	-5	9.8	3	3	7	-15	-4	2
Cc1cc(C)c(OCC(=O)Nc2ccccc2N2CCOCC2)c(C)c1	-3	5	53*	32	28*	21	-72	35*	-17
CC(C)CC(=O)Nc1nnc(SCC(=O)Nc2ccc3c(c2)OCO3)s1	4	2	-3.1	1	0	-5	14	8	7
O=C(Nc1nc2c(F)cc(F)cc2s1)C1CC(=O)N(Cc2ccco2)C1 (stereo unspecified)	3	-1	0.5	0	2	3	-3	12	-16
Cc1cc(O)c(/C=N/Nc2ccc(F)cc2)c(=O)o1	6	10	2.5	0	-2	-5	20	-8	3
CCOc1ccc(CCNC(=O)COC(=O)c2ccc(C)c(S(=O)(=O)N3CCOCC3)c2)cc1OCC	x	4	0.8	0	-1	-10	14	-9	2
Cn1c(=O)c2[nH]c(N3CCOCC3)nc2n(-c2ccccc2)c1=O	0	-8	0.8	0	-2	9	-63	0	3
CCOC(=O)c1ccc(NS(=O)C23CC4CC(CC(C4)C2)C3)cc1 (stereo unspecified)	-4	-2	-0.6	1	0	1	12	-7	-5
O=C(NCc1ccco1)c1ccccc1-c1nc(-c2ccccc2)no1	5	-9	-3.5	8	1	2	-20	2	-5
Cc1nn(-c2ccc(N3CCCCC3)nn2)c(C)c1CCC(=O)Nc1ccc(F)cc1	1	-8	1.6	12	0	9	2	5	1
CCOC(=O)c1[nH]c2c(c1C)C(=O)CC(c1ccc(N(C)C)cc1)C2 (stereo unspecified)	-1	-9	-2.0	7	5	5	-22	3	-8
O=C(c1ccc2c(c1)CCC2)N1CCN(Cc2ccccc2)CC1	x	-11	1.0	1	-2	4	0	-3	-2
CCN1C(=O)[C@H]2[C@@H](c3ccc(-c4ccc(Cl)c(Cl)c4)c(OC)c3)N[C@@](Cc3ccccc3)(C(=O)OC)[C@H]2C1=O	1	-6	-0.2	1	4	3	-1	5	-2
Cc1ccc(-c2oc3ccccc3c(=O)c2OCC(=O)O)cc1	2	-4	-1.8	1	1	8	24	9	-1
O=C(Nc1ccccc1)c1cc(C2CCCCN2C(=O)c2cccs2)on1 (stereo unspecified)	x	-1	x	3	1	3	x	-11	4
COc1ccc(OCC(=O)Nc2c3c(nn2C(C)(C)C)CS(=O)(=O)C3)cc1	3	-4	0.1	1	-2	13	14	2	4
COc1cc([C@@H]2c3cc4c(cc3[C@H](O)[C@H]3COC(=O)[C@H]23)OCO4)cc(OC)c1OC	-4	-14	1.2	2	1	4	10	55*	-16
COc1ccccc1CNS(=O)(=O)c1cc(CN2C(=O)c3cccnc3C2=O)ccc1OC	-2	-4	-0.3	3	-5	-1	10	-10	2
Oc1ccccc1NCC(O)Cn1ccc2ccccc21 (stereo unspecified)	6	6	16	3	0	9	-15	35*	18
O=C(CN1C(=O)CCOc2ccccc21)Nc1cccc(S(=O)(=O)N2CCOCC2)c1	-2	4	-0.2	2	-2	11	7	11	0
COC(=O)c1c(NC(=O)c2cccc([N+](=O)[O-])c2)sc(C(N)=O)c1C	0	5	0.5	0	-3	-1	-4	-4	2
C=CCN1C(=O)C2(OCCCO2)c2ccccc21	0	5	1.1	0	-2	-1	5	6	-5
COc1ccc(NC(=O)c2ccc(NC(=O)C3CC3)cc2)cc1	-6	-7	1.6	2	-3	4	1	3	6
O=C(Nc1cccc(S(=O)(=O)N2CCCCC2)c1)C1CC(=O)N(c2ccc3c(c2)OCCO3)C1 (stereo unspecified)	2	-10	1.0	3	-4	25	5	-5	-1
COc1ccc(CN2CCCC(CO)(Cc3cccc(Cl)c3)C2)cc1OC (stereo unspecified)	-2	-4	-0.5	2	0	1	-5	9	1
Cc1ccc(C(=O)N2C(=O)c3cccc(N)c3C2=O)o1	5	10	-0.7	1	1	-5	3	-6	17
Cc1cccc(NC(=S)NC2CCCCC2)n1	4	0	3.2	-1	2	1	-55	-3	0
CS(=O)(=O)c1ccc(N2CCOCC2)c(S(C)(=O)=O)c1	-3	3	0.2	0	-1	-4	12	-2	3
CCCOc1ccc(-c2c(C(=O)N/N=C/c3cccnc3)nnn2-c2nonc2N)cc1	0	-4	0.2	6	-3	8	-8	-15	2
CCn1c(CCNS(=O)(=O)c2ccccc2Br)nnc1SC	2	0	0.2	1	-1	12	1	5	-2
Cc1cc2ccccc2c(=O)n1CC(=O)N1CCN(c2cccc(Cl)c2)CC1	1	-7	1.6	-1	-6	-3	1	5	0
Cc1ccc([C@@H]2CC=C(C(=O)O)[C@H](c3ccc(C(C)(C)C)cc3)N2S(=O)(=O)c2ccc(C)cc2)cc1	4	1	9.7	6	-2	-3	25	-1	3
Cc1cc(C(=O)Nc2cccc3ccccc23)c(C)o1	-20	6	-1.6	-1	-2	6	16	7	2
O=C(Nc1ccccc1)OCc1cncs1	-8	18*	-1.7	6	-1	-2	-1	2	6
O=C(c1ccccc1)c1nn(-c2cccc(Cl)c2)ccc1=O	6	-1	-1.4	0	3	11	-9	3	-2
COc1ccc(C(=O)C2CCCN(Cc3ccc(Sc4nncn4C)o3)C2)cc1F (stereo unspecified)	1	-2	-1.9	4	-5	-3	-7	-3	-6
O/N=C/c1ccc(-c2cc(Cl)ccc2Cl)o1	4	-1	0.5	0	1	-1	29	-2	-2
NC1=NC(c2ccc(Cl)cc2)C(C(=O)c2ccccc2)N1 (stereo unspecified)	10	-10	-4.7	14	-1	20	-3	0	-6
O=C(c1cc(COc2ccc(F)cc2Cl)on1)N1CCCCCCC1	6	5	0.1	3	-3	-11	-3	-13	-1
Cc1[nH]n(-c2cccc3ccccc23)c(=O)c1C=Nc1ccc2[nH]c(=O)[nH]c2c1	-6	4	0.1	0	-3	3	-3	-15	8
O=C(/C=C/Nc1ccccc1O)c1ccco1	-2	-1	3.2	2	-4	5	-14	-3	-13

2 entries from above, set out differently:
NC1=NC(c2ccc(Cl)cc2)C(C(=O)c2ccccc2)N1 (stereo unspecified)
  IDE inh: 10
  CHRM5 PAM: -10
  CRFR2-BP ag: -4.7
  M4 ag: 14
  CHRM5 agonist: -1
  CHRM5 antagonist: 20
  CRFBP-R2 block: -3
  M4 antag: 0
  M4 PAM: -6

O=C(c1cc(COc2ccc(F)cc2Cl)on1)N1CCCCCCC1
  IDE inh: 6
  CHRM5 PAM: 5
  CRFR2-BP ag: 0.1
  M4 ag: 3
  CHRM5 agonist: -3
  CHRM5 antagonist: -11
  CRFBP-R2 block: -3
  M4 antag: -13
  M4 PAM: -1

Screens deposited in PubChem BioAssay by several laboratories.
